Mtb BioA inh – inhibitors of Mycobacterium tuberculosis BioA enzyme | purified M. tuberculosis BioA enzyme, plate reader | inhibition, % at 9.99 µM | 360,000 compounds, 0.096% hits; in the data active = inhibition above about 40%; inconclusive = no clear call, values can overlap the other calls
BoNT A protease – blocks Botulinum neurotoxin A light chain protease; AID 588499; 360,000 compounds, 0.17% hits; multiplex microsphere protease substrate cleavage, flow cytometry; inhibition, % at 10 µM; in the data active = inhibition above about 30%; inconclusive = no clear call, values can overlap the other calls; also: plate controls were buffer without enzyme for full effect and enzyme alone for no effect
GDH-TPI inh – inhibits GDH-TPI coupling enzymes, artifact for Mtb FBA screen. GDH-TPI coupled enzyme counterscreen, NADH absorbance. inhibition, % at 4.8 µM. 360,000 compounds, 1.2% hits;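 also: 0% = DMSO wells and 100% = wells lacking the enzyme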
FBA Mtb inh – Mtb fructose-bisphosphate aldolase inhibition. P9WQA3. purified M. tuberculosis FBA, fluorescence read-out. inhibition, % at 1 µM. 360,000 compounds, 2.3% hits. AID 588726; in the data active = inhibition above about 27%;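 also: 0% = vehicle and 100% = reference inhibitor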
Target sequence (P9WQA3 whole entry, looked up): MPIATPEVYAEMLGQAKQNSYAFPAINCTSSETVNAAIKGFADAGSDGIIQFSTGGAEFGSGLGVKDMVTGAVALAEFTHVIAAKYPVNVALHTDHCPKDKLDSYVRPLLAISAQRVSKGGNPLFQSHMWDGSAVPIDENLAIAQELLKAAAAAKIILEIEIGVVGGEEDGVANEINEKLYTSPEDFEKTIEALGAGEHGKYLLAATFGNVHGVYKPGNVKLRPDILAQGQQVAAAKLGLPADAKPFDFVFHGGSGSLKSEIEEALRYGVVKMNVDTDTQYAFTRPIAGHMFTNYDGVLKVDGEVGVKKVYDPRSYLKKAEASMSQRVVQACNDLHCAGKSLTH
Mtb UGM inh – inhibitors of M. tuberculosis UDP-galactopyranose mutase. P9WIQ1. purified UGM, fluorescence polarization probe displacement. inhibition, % at 10 µM. 320,000 compounds, 0.06% hits. AID 504406; in the data active = inhibition above about 10%, passing the limit was not always enough; inconclusive = no clear call, values can overlap the other calls
Target sequence (P9WIQ1 whole entry, looked up): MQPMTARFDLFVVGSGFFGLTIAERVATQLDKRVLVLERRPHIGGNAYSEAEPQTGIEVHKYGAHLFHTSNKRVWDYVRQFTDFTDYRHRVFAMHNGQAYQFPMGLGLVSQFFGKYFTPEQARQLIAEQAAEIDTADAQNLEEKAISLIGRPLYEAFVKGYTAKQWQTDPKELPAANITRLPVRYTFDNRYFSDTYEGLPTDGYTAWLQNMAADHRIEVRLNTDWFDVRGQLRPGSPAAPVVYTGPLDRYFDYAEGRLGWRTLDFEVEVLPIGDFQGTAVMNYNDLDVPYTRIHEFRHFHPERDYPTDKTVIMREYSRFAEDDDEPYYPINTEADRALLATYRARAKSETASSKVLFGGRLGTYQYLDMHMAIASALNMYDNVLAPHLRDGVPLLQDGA
CCHFV vOTU inh – CCHFV vOTU protease inhibition; Pep-AMC fluorescence; inhibition, % at 11.5 µM; 370,000 compounds, 0.55% hits; AID 651958; also: 0% = vehicle wells with enzyme and 100% = no enzyme wells
BoNT-F LC inh – BoNT F light chain protease inhibition | inhibition, % at 10 µM | Multiplex microsphere protease cleavage assay, flow cytometry | 360,000 compounds, 0.22% hits; in the data active = inhibition above about 35%, passing the limit was not always enough; inconclusive = no clear call, values can overlap the other calls; also: plate controls were buffer without enzyme for full effect and enzyme alone for no effect
FadD28 FP inh – inhibitors of Mycobacterium tuberculosis FadD28 bisubstrate binding | FadD28 bisubstrate probe binding, fluorescence polarization | inhibition, % at 12.5 µM | 360,000 compounds, 0.22% hits | AID 588549; in the data active = inhibition above about 8.5%, passing the limit was not always enough; inconclusive = no clear call, values can overlap the other calls
PrPC TRFRET – reduces human prion protein on the cell surface; cell surface PrPC, TR-FRET read-out; AID 720596; 370,000 compounds, 0.43% hits; inhibition, % at 13.8 µM; P04156; in the data active = inhibition above about 24%; also: 0% = median of the test wells and 100% = reference compound wells
Starred values were filed as active, the others as inactive; u = inconclusive; x = no result given; + = active, no number. Rule as the data show it, unless noted: active = inhibition above about 30%; inactive = the rest.

no.	molecule	Mtb BioA inh	BoNT A protease	GDH-TPI inh	FBA Mtb inh	Mtb UGM inh	CCHFV vOTU inh	BoNT-F LC inh	FadD28 FP inh	PrPC TRFRET
1	Cc1ccc(-c2nc3ccccc3c(=O)n2-c2ccncc2)cc1	x	0.0	4	-2	1.7	-8	-4	-1.6	0
2	O=C1OCCC1Sc1nc2ccccc2s1 (configuration not stated)	1.0	-0.6	0	2	-1.5	4	-1	-2.3	-2
3	COCCOc1ccc(C(F)(F)F)cc1NC(=O)c1ccccc1	x	0.2	7	-1	2.4	-3	1	-0.9	-10
4	O=S(=O)(c1ccc(Cl)cc1)c1nc(-c2ccccc2F)oc1NCCCN1CCOCC1	0.3	3.0	6	-1	1.0	2	6	-1.0	1
5	O=[N+]([O-])C1=C(Nc2cccc3ccccc23)CS(=O)(=O)C1	1.4	-0.3	10	19	-1.9	-26	-2	0.3	-2
6	CN(C)c1oc(-c2ccccc2)nc1C#N	x	0.0	18	+	-0.4	-177	1	-1.1	12
7	CCOC(=O)C1(CCCc2ccccc2)CCN(C(=O)c2cc(C)nn2CC)CC1	2.4	-2.0	-4	-1	-2.4	16	-6	-3.4	6
8	COc1cccc2c(=O)c3c(cnn3C)n(C)c12	-1.1	-0.4	1	+	7.0	-187	9	-0.4	-6
9	CC1Nc2ncnc(N3CCOCC3)c2N(Cc2ccccc2)C1=O (configuration not stated)	-1.4	-0.1	-2	0	1.0	1	-1	-1.4	-1
10	CCCn1cc(NC(=O)c2cc(-c3ccccc3)on2)cn1	-2.0	0.5	5	6	-0.1	-8	8	-0.7	10
11	c1cc(-c2ccc(N3CCOCC3)cc2)n2ccnc2c1	0.0	-0.2	17	+	x	-263	0	-1.4	-15
12	O=C(NC1CCCCC1)c1ccc([N+](=O)[O-])cc1	-1.1	-0.9	-1	2	x	2	-12	-2.4	-20
13	COc1ccc2c(c1)C(=O)N(c1ccc(C)cc1)C(=O)C2	-2.0	0.3	5	2	3.0	11	-4	-1.5	-6
14	COc1ccc(-n2c(COc3cccc4ccccc34)nnc2SCC(=O)NCc2ccco2)cc1	9.0	x	-1	2	0.6	1	x	0.5	-7
15	Cc1c(NS(=O)(=O)c2ccc(Br)s2)c(=O)n(-c2ccccc2)n1C	-2.0	1.1	0	3	-3.6	3	17	-3.1	5

Next part:
no.	molecule	Mtb BioA inh	BoNT A protease	GDH-TPI inh	FBA Mtb inh	Mtb UGM inh	CCHFV vOTU inh	BoNT-F LC inh	FadD28 FP inh	PrPC TRFRET
16	CC(=O)OC/C=C(\C)CCC=C(C)C	-1.8	-0.7	-1	-2	-1.5	0	-4	-1.1	-2
17	O=C(NC1CCS(=O)(=O)C1)c1ccc(S(=O)(=O)N2CCCCC2)cc1 (configuration not stated)	2.2	-0.9	-2	-6	-0.5	-10	-1	-3.7	-1
18	Cc1cc(CNC(=O)CC2C(=O)NCCN2Cc2ccccc2C(F)(F)F)nn1C (configuration not stated)	-0.3	-0.3	16	9	x	0	-8	-1.4	1
19	CC(=O)c1cccc(NC(=O)CCCOc2ccc(C)cc2)c1	1.9	-0.1	3	1	5.0	2	-4	-2.7	-2
20	CC(C)CNC(=O)CN(c1cccc(Cl)c1)S(C)(=O)=O	-0.5	0.1	-3	1	-0.2	-16	-3	-2.6	4
21	Cc1cc(=O)[nH]c(SCC(=O)NCCc2ccccc2)n1	-1.1	-0.7	-2	-1	-3.4	-9	-8	2.3	-8
22	CCC(C)/C(C)=N/NC(=O)CSc1nc2ccccc2[nH]1 (configuration not stated)	x	-0.1	0	1	1.0	15	-6	0.2	11
23	O=C1C2CCCN2C(c2cccs2)N1c1ccc(Cl)cc1 (configuration not stated)	-1.8	1.0	8	-1	2.8	31*	33	-2.0	3
24	COc1ccc(-c2csc(NC(=O)C3CC(=O)N(c4ccc5c(c4)OCCO5)C3)n2)cc1 (configuration not stated)	x	0.4	19	-2	4.4	-15	1	-3.8	9
25	CC(C)CC(=O)N/C(N)=N/c1nc2ccccc2o1	12	u	7	-3	0.3	0	u	0.9	-1
26	CC(=O)c1ccc(NC(=O)COC(=O)c2ccccc2Nc2ccccc2)cc1	0.7	-0.4	9	3	-1.3	-14	2	-1.5	9
27	O=C(NCCc1ccccc1)C1CCC(=O)N(Cc2cccc(C(F)(F)F)c2)C1 (configuration not stated)	1.6	-1.2	-5	0	3.0	16	-2	-3.6	3
28	COc1ccc(-c2cc(C(=O)NCCCn3ccnc3)no2)cc1OC	x	-0.9	12	1	-0.1	4	-4	-2.4	-4
29	O=C(CCNC(=O)c1ccc([N+](=O)[O-])cc1)Nc1cccc(S(=O)(=O)N2CCCCC2)c1	1.7	0.4	4	8	3.9	-3	-1	0.1	-19
30	O=C(CN1CCN(Cc2ccccc2)CC1)N/N=C/C=C/c1ccco1	x	-0.1	33*	0	0.4	9	-6	-0.4	-8

More results.
no.	molecule	Mtb BioA inh	BoNT A protease	GDH-TPI inh	FBA Mtb inh	Mtb UGM inh	CCHFV vOTU inh	BoNT-F LC inh	FadD28 FP inh	PrPC TRFRET
31	CCCN(CCO)Cc1ccc2ccccc2c1	0.2	-0.4	15	-3	2.2	-1	-4	-2.3	-5
32	CCCCN(C(=O)c1ccc([N+](=O)[O-])o1)c1c(N)n(CC(C)C)c(=O)[nH]c1=O	0.3	1.1	21	-1	1.1	-6	0	-5.0	-15
33	CC1CCC2(CC1)NC(=O)N(CC(=O)c1ccc3c(c1)OCO3)C2=O (configuration not stated)	-2.8	0.1	6	-2	-2.0	14	-5	2.7	2
34	COc1cc(NC(C)=O)ccc1NC(=O)c1cc2ccccc2o1	-1.1	1.4	3	-3	1.0	16	-9	-0.2	2
35	COc1ccc(NC(=S)N2CCN(C/C=C/c3ccccc3)CC2)cc1	x	-0.2	4	1	3.0	4	-8	-1.5	-3
36	Cc1ccc(Nc2cccccc2=O)cc1	0.6	1.0	19	-9	-1.1	8	-2	-1.2	-6
37	CC(=O)c1ccc(Nc2nc3ccccc3nc2NS(=O)(=O)c2cccs2)cc1	-1.5	-0.7	3	22	-2.4	-6	-1	-1.8	0
38	COc1ccc(OC)c(S(=O)(=O)CC(O)COc2ccccc2Cl)c1 (configuration not stated)	0.4	2.6	-3	4	-0.3	13	-5	-1.1	-5
39	Cc1cc(C(=O)CSc2ccc(F)cc2)cc(C)c1O	x	-1.6	8	0	-3.7	-1	u	-1.3	-2
40	O=c1ccc(S(=O)(=O)N2CCCC2)cn1Cc1ccc(Cl)cc1Cl	0.2	1.8	-3	-1	0.6	19	3	-3.9	18
41	COc1ccc(S(=O)(=O)Nc2ccc(S(=O)(=O)N3CCCCC3)cc2)cc1	-0.1	1.1	4	-1	-2.4	7	-5	-0.7	-2
42	CCOC(=O)c1c(C(C)(C)C)oc2ccc(O)cc12	x	0.2	1	0	1.2	x	-3	-3.1	x
43	COc1ccc(C(C)NC(=O)Nc2ccc(C(C)=O)cc2)cc1OC (configuration not stated)	43*	-0.6	1	4	-1.1	11	-2	-0.8	1
44	CN(CC(=O)Nc1ccccc1C(F)(F)F)C(=O)C1CC1	0.1	-0.4	11	4	-1.2	-8	3	-1.1	-3
45	Cc1ccccc1C(=O)N1CCN(c2ccc(NC(=O)Cc3ccccc3)cc2)CC1	-0.1	0.5	-10	1	2.5	2	-4	-1.3	5

Next section.
no.	molecule	Mtb BioA inh	BoNT A protease	GDH-TPI inh	FBA Mtb inh	Mtb UGM inh	CCHFV vOTU inh	BoNT-F LC inh	FadD28 FP inh	PrPC TRFRET
46	Cc1ccc(-n2nnnc2SCC(=O)Nc2cc(C)on2)c(C)c1	-1.1	0.1	-3	0	-1.8	-4	10	-2.4	9
47	O=c1oc(-c2cccs2)nc2ccc(Br)cc12	1.4	0.6	4	-1	-1.3	2	-2	-1.7	2
48	CCOc1ccc(C(=O)Nc2cccc(-n3cnnn3)c2)cc1OCC	-1.4	-0.1	4	0	0.2	3	3	-3.9	0
49	O=c1cc(-c2ccccc2)nc2cc(-c3ccc(Br)cc3)[nH]n12	-0.6	1.1	-2	3	3.5	-14	-9	0.5	-1
50	CCn1c(CNC(=O)c2ccco2)nnc1SCC(=O)Nc1cc(C)c(C)cc1Br	0.6	u	5	0	-4.9	-6	0	-2.2	-5
51	CC(NC(=O)C1CCN(S(=O)(=O)c2cc([N+](=O)[O-])ccc2Cl)CC1)c1ccccc1 (configuration not stated)	x	-0.6	-2	-4	1.4	1	0	-4.2	-2
52	Cc1cc(NC(=O)c2ccc(C#N)cc2)n(-c2ccccc2)n1	1.1	-1.0	8	1	0.5	-4	4	1.5	-6
53	CCCOc1ccc(F)cc1-c1cc(C(=O)Nc2ccc(OC)cc2C)[nH]n1	0.0	0.4	4	-2	x	9	-4	-3.6	-4
54	O=C(Nc1ccccc1)C1(c2ccccc2)CC1(Cl)Cl (configuration not stated)	6.4	0.8	-2	-5	1.3	5	-6	-8.7	-3
55	Cc1ccc(CNC(=O)c2ccc(N3CCC4(CC3)CC(c3ccccc3)=NO4)c(NC(=O)c3ccc(Br)cc3)c2)cc1	-2.5	-0.3	10	1	0.0	-1	-1	-5.3	-6

Compound profiles, as listed above.
`O=c1oc(-c2cccs2)nc2ccc(Br)cc12` is entered as Mtb BioA inh = 1.4; BoNT A protease = 0.6; GDH-TPI inh = 4; FBA Mtb inh = -1; Mtb UGM inh = -1.3; CCHFV vOTU inh = 2; BoNT-F LC inh = -2; FadD28 FP inh = -1.7; PrPC TRFRET = 2
`O=c1cc(-c2ccccc2)nc2cc(-c3ccc(Br)cc3)[nH]n12` is entered as Mtb BioA inh = -0.6; BoNT A protease = 1.1; GDH-TPI inh = -2; FBA Mtb inh = 3; Mtb UGM inh = 3.5; CCHFV vOTU inh = -14; BoNT-F LC inh = -9; FadD28 FP inh = 0.5; PrPC TRFRET = -1

Some of the entries above, reformatted.
Values run as follows: Mtb BioA inh | BoNT A protease | GDH-TPI inh | FBA Mtb inh | Mtb UGM inh | CCHFV vOTU inh | BoNT-F LC inh | FadD28 FP inh | PrPC TRFRET
45. Cc1ccccc1C(=O)N1CCN(c2ccc(NC(=O)Cc3ccccc3)cc2)CC1
 : -0.1 | 0.5 | -10 | 1 | 2.5 | 2 | -4 | -1.3 | 5
46. Cc1ccc(-n2nnnc2SCC(=O)Nc2cc(C)on2)c(C)c1
 : -1.1 | 0.1 | -3 | 0 | -1.8 | -4 | 10 | -2.4 | 9
47. O=c1oc(-c2cccs2)nc2ccc(Br)cc12
 : 1.4 | 0.6 | 4 | -1 | -1.3 | 2 | -2 | -1.7 | 2
48. CCOc1ccc(C(=O)Nc2cccc(-n3cnnn3)c2)cc1OCC
 : -1.4 | -0.1 | 4 | 0 | 0.2 | 3 | 3 | -3.9 | 0
49. O=c1cc(-c2ccccc2)nc2cc(-c3ccc(Br)cc3)[nH]n12
 : -0.6 | 1.1 | -2 | 3 | 3.5 | -14 | -9 | 0.5 | -1
50. CCn1c(CNC(=O)c2ccco2)nnc1SCC(=O)Nc1cc(C)c(C)cc1Br
 : 0.6 | u | 5 | 0 | -4.9 | -6 | 0 | -2.2 | -5
51. CC(NC(=O)C1CCN(S(=O)(=O)c2cc([N+](=O)[O-])ccc2Cl)CC1)c1ccccc1 (configuration not stated)
 : x | -0.6 | -2 | -4 | 1.4 | 1 | 0 | -4.2 | -2
52. Cc1cc(NC(=O)c2ccc(C#N)cc2)n(-c2ccccc2)n1
 : 1.1 | -1.0 | 8 | 1 | 0.5 | -4 | 4 | 1.5 | -6
53. CCCOc1ccc(F)cc1-c1cc(C(=O)Nc2ccc(OC)cc2C)[nH]n1
 : 0.0 | 0.4 | 4 | -2 | x | 9 | -4 | -3.6 | -4
54. O=C(Nc1ccccc1)C1(c2ccccc2)CC1(Cl)Cl (configuration not stated)
 : 6.4 | 0.8 | -2 | -5 | 1.3 | 5 | -6 | -8.7 | -3

Assay outcomes as filed in PubChem BioAssay.

Rows were taken by chance. Share with any hit: about 4.8%.
